# TNAP activators – stimulation of alkaline phosphatase TNAP activity – biochemical, luminescent, no phosphate acceptor, uHTS, primary screen (AID 1001). purified TNAP, luminescent activation assay, no phosphate acceptor; higher activation fold means a stronger effect. one-dose activation fold at 20 µM; EC50 in µM for titrated hits. 200,000 compounds, 0.03% hits; in the data active = activation fold from about 3, or a potency from the dose series; inactive = the rest, 99 in 100 with activation fold below about 1.6; also: many of its hits are not listed in these tables
# RSV antiviral HEp-2 – inhibition of RSV-induced cytopathic effect – HEp-2 cells, primary 10 µM value included (AID 2391); HEp-2 cells, RSV-induced CPE inhibition; higher % means a stronger effect; CPE inhibition, % at 10 µM; hits with a dose series show IC50 in µM; 310,000 compounds, 0.13% hits; in the data active = a potency from the dose series; inconclusive = CPE inhibition mostly from about 23% at the one dose, without a potency; inactive = the rest, 99 in 100 with CPE inhibition below about 21%; also: strong numbers were not always called active
# PhoP inhibition – inhibitors of PhoP regulon expression, primary screen, Salmonella Typhimurium, GFP reporter (AID 1863); S. Typhimurium PhoP-regulated promoter GFP reporter, 4 h; higher % means a stronger effect; inhibition, % at 50 µM, or IC50 in µM where a hit was titrated; 300,000 compounds, 0.16% hits;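 active = inhibition over 29.93%, a cutoff 3 SD above the screen mean, later confirmed by dose response; inconclusive = inhibition over 29.93% but no dose response follow-up; inactive = inhibition at most 29.93% or unconfirmed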;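 also: 0% = low Mg2+ inducing control and 100% = high Mg2+ repressing control; strong numbers were not always called active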
# Large T inhibition – SV40 large T antigen inhibitors, biochemical (AID 1903); SV40 large T antigen ATPase/helicase inhibition assay; higher % means a stronger effect; inhibition, % at 20 µM, or IC50 in µM where a hit was titrated; 310,000 compounds, 0.39% hits; in the data active = a potency from the dose series; inconclusive = inhibition mostly from about 32% at the one dose, without a potency; inactive = the rest, 99 in 100 with inhibition below about 32%; also: strong numbers were not always called active
# Rac1 GTP hydrolysis – MgcRacGAP GTPase-activating activity inhibitors, confirmation, biochemical, ADP Hunter fluorescence; MgcRacGAP-stimulated Rac1 GTP hydrolysis, ADP Hunter fluorescence; higher % means a stronger effect; GST-tagged Rac1 F28L mutant substrate; one-dose inhibition, % at 30 µM; IC50 in µM for titrated hits; 340,000 compounds, 0.6% hits;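 active = first-screen hits whose inhibition reached a set limit at any dose in the follow-up dose series; inconclusive = inhibition above the set first-screen limit but never retested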;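 also: fluorescence reports GDP produced by GAP-driven GTP hydrolysis; strong numbers were not always called active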
# T cell HTS – modulates CD8 T cell binding to vesicles; 2C CD8+ T cell-vesicle binding, flow cytometry; stronger effect = lower value; calls only at 7 µM; 330,000 compounds, 0.068% hits; AID 2052;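 active = response, share of CD8 T cells binding vesicles, and their 90th percentile fluorescence all below set limits, cut at about 80% in these data, passing the limit was not always enough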
#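 Assay system – 2C mouse CD8+ T cells · Also added – QL9-loaded Drosophila micro-vesicles · Timing – Cell–vesicle co-incubation 1.5 h at 37 °C, staining 20 min on ice · Signal – flow cytometry of vesicle-bound cells · Measure – percent CD8+ FL2 mean versus row control · Controls – Peptide-free naked vesicles (low) and QL9 vesicles with 0.7% DMSO vehicle (high)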
# Myeloid diff MLP – myeloid differentiation induction; ER-HoxA9 myeloid progenitors, lysozyme-GFP differentiation, flow cytometry; calls only at 10 µM; 360,000 compounds, 1% hits;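 active = normalized GFP-positive differentiation at or above the plate's own cutoff, the solvent-only control mean plus 3 SD; inconclusive = no clear call, values can overlap the other calls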;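 also: cells exposed to compound for four days before flow analysis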
# UTI89 phage lysis – inhibition of K1F phage lysis, E. coli UTI89, bacterial capsule biogenesis inhibitors, alamar blue (AID 488966). E. coli UTI89 K1F phage lysis, alamar blue, 2 h; higher % means a stronger effect. inhibition, % at 100 µM; hits with a dose series show IC50 in µM. 340,000 compounds, 0.02% hits;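 active = phage lysis inhibition, versus mean bacterial control, above a set limit; inconclusive = no clear call, values can overlap the other calls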;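 also: capsule biogenesis inhibitors block K1F phage lysis so surviving cells raise fluorescence; higher fluorescence means more inhibition of phage lysis; actives were called in the ten point dose series up to 300 µM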
# NTR1 agonist – agonists of NTR1, primary screen, imaging, U2OS cells, beta-arrestin-GFP, high content (AID 493036); NTR1-U2OS beta-arrestin-GFP spot imaging, agonist mode; activation, % at 20 µM; 330,000 compounds, 0.17% hits;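 active = activation at or above 40% of the spot to cytoplasm intensity ratio, with at least 20 cells analyzed; inconclusive = wells under 20 cells, flagged as cytotoxic or low count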;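 also: 0% = DMSO without peptide and 100% = 100 nM NTR1 peptide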
# Target sequence (P30989 whole entry, looked up): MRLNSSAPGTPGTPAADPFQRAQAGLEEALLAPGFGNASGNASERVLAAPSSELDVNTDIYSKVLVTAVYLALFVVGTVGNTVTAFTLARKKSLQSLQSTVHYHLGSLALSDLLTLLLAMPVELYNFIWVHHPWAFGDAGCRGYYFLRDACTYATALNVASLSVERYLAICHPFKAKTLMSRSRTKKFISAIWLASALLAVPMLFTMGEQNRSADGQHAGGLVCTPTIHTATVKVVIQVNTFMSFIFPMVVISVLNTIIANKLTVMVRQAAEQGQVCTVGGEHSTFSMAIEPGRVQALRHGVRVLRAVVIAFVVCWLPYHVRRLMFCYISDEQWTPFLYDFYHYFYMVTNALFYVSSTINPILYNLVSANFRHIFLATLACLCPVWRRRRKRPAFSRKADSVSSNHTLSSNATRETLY
# T cell HTS vesicle-bound % – second read-out of T cell HTS, no call of its own (marks repeat the call); double positive events, %; measured here: CD8+ vesicle-bound cell fraction;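 binding gate set so that unloaded-vesicle control wells show 10% double positive cells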
# NTR1 agonist cell count 20 µM – second read-out of NTR1 agonist, no call of its own (marks repeat the call); cell count; measured here: cell count, cytotoxicity flag
# Myeloid diff MLP GFP+ MAC1+ % – second read-out of Myeloid diff MLP, no call of its own (marks repeat the call); GFP+ MAC1+ double positive, %; measured here: differentiation confirmed by MAC1 staining
# Starred values were filed as active, the others as inactive; i = inactive; ? = inconclusive; nt = not tested or not shown; [ ] = remark or other dose.
SMILES,TNAP activators,RSV antiviral HEp-2,PhoP inhibition,Large T inhibition,Rac1 GTP hydrolysis,T cell HTS,T cell HTS vesicle-bound %,Myeloid diff MLP,Myeloid diff MLP GFP+ MAC1+ %,UTI89 phage lysis,NTR1 agonist,NTR1 agonist cell count 20 µM
COc1ccc(OCCCC(=O)OC(C)C(=O)Nc2cccc(C(C)=O)c2)cc1 (centres undefined),nt,0.1%,9%,-1%,2%,i,59,?,nt,0.0%,-1.3,42
Cc1ccc(S(=O)(=O)Nc2cc(C(=O)N3CCOCC3)ccc2N2CCCCC2)cc1,1,-0.8%,14%,-6%,11%,i,15,i,1.0,1.3%,2.4,36
COc1nc(N(C)C)nc(-n2nnc(C(C)=O)c2C)n1,1.1,1.1%,13%,3%,7%,i,40,i,0.2,-1.1%,-2.2,50
COC(CNS(=O)(=O)c1cc2c3c(c1)CCN3C(=O)CC2)OC,nt,2.3%,-5%,19%,-6%,i,17,i,0.9,0.3%,-0.5,70
COc1ccc(CN(CCC#N)C(=S)NC(=O)c2ccccc2)cc1,1,0.1%,-5%,-2%,6%,i,22,i,0.7,0.4%[50 µM],-1.3,41
CC1=C(C(=O)Nc2ccccn2)C(c2ccc(N(C)C)cc2)n2ncnc2N1 (centres undefined),1.1,-0.1%,-4%,4%,5%,i,25,i,6.7,0.3%,-2.0,51
Cc1ccc(C(=O)c2c(NC(=O)c3ccccc3C)sc(C)c2C)cc1,1.1,13%,-5%,7%,11%,i,32,i,1.2,0.5%,0.3,74
CCc1noc(C)c1C(=O)NNC(=O)COc1cc(C)ccc1C,nt,-1.0%,nt,nt,3%,i,33,i,0.2,1.2%[50 µM],-0.8,69
COc1ccc(-c2cc(C(=O)N(C)Cc3ccccc3)c3ccccc3n2)cc1,nt,8.9%,5%,2%,12%,i,55,i,0.3,1.5%,2.2,59
O=C(CCc1ccccc1)Nc1cccnc1,nt,0.6%,-1%,6%,4%,i,21,i,0.1,0.0%,-0.7,92
Cc1cccc(NS(=O)(=O)c2cccc(C(=O)NCCCN3CCCC3=O)c2)c1,nt,0.6%,-7%,10%,6%,i,56,i,0.3,0.5%[50 µM],-1.7,51
CCOC(=O)/C(C#N)=C(\O)c1ccc(NC(=O)c2ccc([N+](=O)[O-])cc2)cc1,nt,2.7%,-5%,17%,nt,i,41,i,1.0,nt,-0.1,49
Cc1ccc(Nc2nnc(SCc3cc(=O)n4cc(C)ccc4n3)s2)cc1,0.8,5.8%,-15%,5%,9%,i,37,i,0.7,1.2%,0.1,40
CN(CC(=O)Nc1cccc(F)c1)C(=O)c1ccc(OCc2cn3ccccc3n2)cc1,nt,nt,nt,nt,4%,i,33,i,1.9,0.6%[50 µM],-0.5,50
Nc1c(C(=O)CSc2nnc(Cc3ccccc3)o2)c(=O)[nH]c(=O)n1C1CC1,nt,1.1%,nt,nt,4%,i,20,i,1.3,0.5%[50 µM],-1.5,44
CCn1cc[n+](C)c1P(c1ccccc1)c1ccccc1,1,15%,-12%,17%,5%,i,20,i,0.1,0.2%,-1.6,93
COC(=O)c1ccc(-c2nc3cc(N)ccc3o2)cc1,1.2,3.8%,-3%,9%,12%,i,18,nt,nt,0.4%,0.6,32
COc1ccc(NC(=O)CN(C)CC(=O)N2CCCCCC2)cc1,nt,nt,nt,nt,4%,nt,nt,i,1.4,0.9%[50 µM],0.0,58
OC1CCCN(Cc2ccccc2)C1 (centres undefined),1.2,1.0%,6%,2%,0%,i,27,i,1.6,1.6%,0.1,48
COCCCN1CN(S(=O)(=O)c2ccc(C)cc2C)c2nc3ccccc3nc21,nt,0.3%,-13%,9%,nt,i,40,?,nt,0.3%,2.4,62
COc1cccc(C(=O)Nc2ccc3[nH]ncc3c2)c1,nt,2.2%,1%,18%,6%,i,56,i,1.2,0.1%,4.2,52
O=C(CNC(=O)c1ccc(S(=O)(=O)N2CCCC2)cc1)N/N=C/c1ccc(Cl)cc1Cl,1.2,1.9%,6%,5%,8%,i,52,i,3.4,1.0%[50 µM],2.0,63
O=C1CNC(=O)N1CC(=O)N1CCCc2ccccc21,1.1,0.2%,20%,2%,6%,i,19,i,1.5,-0.2%,0.2,81
CC(=O)c1cccc(CN2CCN(CCc3ccccc3)C(CCO)C2)c1 (centres undefined),1,-3.1%,-1%,3%,4%,i,22,i,0.6,0.7%,-0.8,47
CN(C)CCSc1nc(-c2ccccc2)nc2c1COC(C)(C)C2,1,3.1%,1%,5%,3%,nt,nt,i,4.3,8.1%,5.6,84
CCC(C)C1=CC(=Nc2c(C)n(C)n(-c3ccccc3)c2=O)C=C(C(C)CC)C1=O (centres undefined),0.8,0.1%,3%,4%,10%,i,45,i,0.8,-0.6%,1.6,46
c1ccc(-c2csc3ncnc(NCCCN4CCOCC4)c23)cc1,1.1,-1.4%,3%,1%,9%,i,47,i,0.4,0.0%,-0.8,36
Cc1ccnc(NS(=O)(=O)c2ccc(NC(=O)C3C4C=CC(C4)C3C(=O)O)cc2)n1 (centres undefined),1.1,4.6%,13%,-6%,6%,i,13,i,0.6,-0.3%,-0.8,44
CCOc1ccc(NC(=O)c2ccc(NC(=O)c3ccccc3Br)cc2)cc1,nt,nt,nt,nt,10%,nt,nt,i,0.8,1.4%[50 µM],-0.7,53
CCCCN(C)S(=O)(=O)c1cc(Br)cc2c1N(C(=O)C1CC1)CC2,1.1,5.7%,-3%,4%,4%,i,42,i,1.1,0.7%,1.0,82
Cc1cccc(N2C(=O)CC(SC(=Nc3ccccc3)Nc3ccccc3)C2=O)c1 (centres undefined),1.1,5.6%,-8%,0%,12%,i,60,i,0.6,0.1%,8.0,31
CC(=O)NCc1ccc(C(=O)O)cc1,nt,-0.4%,-2%,18%,3%,i,30,i,0.8,0.1%,0.5,54
CS(=O)(=O)Nc1cccc(-c2cn3ccccc3n2)c1,1.1,0.8%,1%,8%,2%,i,58,i,0.3,-0.4%,-1.0,55
O=C1CSC(=S)N1c1ccc(F)c(Cl)c1,nt,2.0%,21%,10%,9%,i,13,i,0.3,0.4%,0.5,96
O=C(/C=C/c1ccco1)N1CCC(Cc2ccccc2)CC1,1,1.5%,4%,8%,6%,i,18,i,0.8,-0.4%,3.7,45
Cc1ccc(/C=N/NC(=O)c2c(C)nc3ccc(Br)cn23)cc1,nt,0.1%,4%,22%,11%,i,55,?,nt,0.0%,4.2,58

# By substructure, those above containing a COOH group
SMILES,TNAP activators,RSV antiviral HEp-2,PhoP inhibition,Large T inhibition,Rac1 GTP hydrolysis,T cell HTS,T cell HTS vesicle-bound %,Myeloid diff MLP,Myeloid diff MLP GFP+ MAC1+ %,UTI89 phage lysis,NTR1 agonist,NTR1 agonist cell count 20 µM
Cc1ccnc(NS(=O)(=O)c2ccc(NC(=O)C3C4C=CC(C4)C3C(=O)O)cc2)n1 (centres undefined),1.1,4.6%,13%,-6%,6%,i,13,i,0.6,-0.3%,-0.8,44
CC(=O)NCc1ccc(C(=O)O)cc1,nt,-0.4%,-2%,18%,3%,i,30,i,0.8,0.1%,0.5,54

# The list continues.
SMILES,TNAP activators,RSV antiviral HEp-2,PhoP inhibition,Large T inhibition,Rac1 GTP hydrolysis,T cell HTS,T cell HTS vesicle-bound %,Myeloid diff MLP,Myeloid diff MLP GFP+ MAC1+ %,UTI89 phage lysis,NTR1 agonist,NTR1 agonist cell count 20 µM
C#CCN1C(=O)S/C(=C\c2cc3c(cc2OC)OCO3)C1=O,nt,0.5%,-3%,10%,2%,i,37,i,1.0,0.9%,-0.5,63
CN(C)c1ccnc(Nc2ccc(O)cc2)c1C#N,1.4,0.3%,-2%,23%,4%,i,37,i,0.3,-1.1%,-0.3,48
CC(=O)Nc1c(Cl)cc([N+](=O)[O-])c2ccccc12,1.1,1.1%,-7%,9%,7%,i,0,i,0.5,1.9%[50 µM],1.4,40
Cc1cc(C(=O)Nc2cccc(-c3ccc(N4CCOCC4)nn3)c2)ccc1[N+](=O)[O-],nt,-2.2%,13%,11%,5%,i,30,i,0.3,0.7%[50 µM],4.8,76
Cc1cc(C(=O)NNC(=S)NCC(C)C)no1,1.3,1.0%,-3%,10%,9%,i,44,i,7.2,0.0%,-0.3,61
COc1ccccc1-c1nnc(SCC(=O)O)n1-c1ccccc1,1.1,-0.1%,-2%,8%,2%,i,29,i,0.2,0.9%,-0.4,43
Cc1cc(C)c(S(=O)(=O)c2ccccc2)c(OC(=O)c2c(F)cccc2Cl)n1,1.1,1.8%,11%,2%,9%,i,44,i,1.2,0.5%,4.2,51
CCOCC(=O)Nc1cc(C)on1,1.1,0.5%,-8%,5%,0%,i,6,i,0.3,-0.4%,-1.1,32
Cc1ccc(C(=O)N[C@H](C(=O)OCc2cc(=O)oc3cc(C)ccc23)C(C)C)cc1,0.9,0.9%,-5%,3%,2%,i,22,i,1.1,?,3.6,67
O=C(CN1CCN(Cc2ccccc2)CC1)NC(=O)NC1CCCCC1,1.1,1.2%,3%,25%,5%,i,38,i,0.1,-0.3%,-0.6,55
COCc1[nH][nH]c(=O)c1C=NCC(=O)OC,1.1,1.7%,-1%,8%,11%,i,52,i,0.2,0.1%,1.0,93
COc1ccc(NC(=O)O/N=C/c2ccncc2)cc1,1.1,0.8%,-6%,5%,9%,i,24,i,0.5,0.4%,1.4,44
CCCNS(=O)(=O)c1cccc2cccnc12,0.9,0.0%,1%,9%,0%,i,50,i,2.8,-2.8%,2.8,62
CCOC(=O)c1sc(=S)n(C)c1C,1,4.7%,5%,-1%,9%,i,59,i,1.0,0.2%,-0.3,81
COc1ccc(/C=N/NC(=O)c2cc(-c3cccnc3)nc3ccccc23)c(OC)c1,0.9,1.0%,2%,1%,3%,i,52,nt,nt,0.2%,1.9,53
CCC(C)N1CC(O)=C(c2nc3ccccc3[nH]2)C1=N (centres undefined),nt,-0.3%,-11%,20%,8%,i,16,i,3.9,1.0%[50 µM],-0.3,48
Cc1cccc(CNC(=O)c2ccc(NC(=O)C3=CSCCO3)cc2)c1,nt,4.0%,-9%,1%,11%,i,14,i,2.5,0.3%,1.3,57

# Source: PubChem

# Compounds as they come, and some 2.3% of all compounds hit somewhere here.
